KOR beta-arrestin-1 – kappa opioid receptor activators – cell-based, luminescence, uHTS, primary screen (AID 1777). one-dose activation, % at 10 µM; EC50 in µM for titrated hits. 280,000 tested, 0.02% active. KOR beta-arrestin recruitment, luminescence; higher % means a stronger effect; in the data active = activation above about 50%, passing the limit was not always enough; note: a part of the inactive calls stands beside numbers as strong as those of hits
GPR55 beta-arrestin – GPR55 agonists via beta-arrestin recruitment, primary screen, imaging, U2OS cells, beta-arrestin-GFP redistribution (AID 1961). U2OS GPR55 beta-arrestin-GFP redistribution imaging; higher % means a stronger effect. activation, % at 10 µM, or EC50 in µM where a hit was titrated. 290,000 tested, 0.048% active;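 active = activation above 40% with more than 50 cells counted in the well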;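 note: U2OS osteosarcoma cells stably expressing GPR55 and beta-arrestin-GFP; plate controls were DMSO negative control for no effect and LPI positive control for full effect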
HIV peptide binding – inhibitors of HIV fusion peptide binding, primary screen, biochemical, uHTS, fluorescence dequenching (AID 1986) | inhibition, % at 20 µM; hits with a dose series show IC50 in µM | 290,000 tested, 0.3% active | cell-free peptide binding, fluorescence dequenching, 30 min; higher % means a stronger effect; in the data active = inhibition mostly above about 52%, no sharp cut-off; inactive = mostly below about 76%; note: some results filed as inactive read as strong as hits
Myeloid diff MLP – promotes myeloid progenitor differentiation; calls only at 10 µM; ER-HoxA9 myeloid progenitors, lysozyme-GFP differentiation, flow cytometry; 360,000 tested, 1% active;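 active = normalized GFP-positive differentiation at or above the plate's own cutoff, the solvent-only control mean plus 3 SD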;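 note: cells exposed to compound for four days before flow analysis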
KOR beta-arrestin-2 – KOR antagonists, beta-arrestin recruitment, cell-based, luminescence, uHTS (AID 1778) | 290,000 tested, 0.091% active | one-dose inhibition, % at 10 µM; IC50 in µM for titrated hits | KOR beta-arrestin recruitment, luminescence, antagonist mode; higher % means a stronger effect; note: strong numbers were not always called active
HEK293 NOD2/NF-kB – NOD2 signaling inhibitors, cell-based, luminescence, uHTS, HEK293 (AID 1566). HEK293 NOD2/NF-kB luciferase reporter, luminescence; higher % means a stronger effect. one-dose inhibition, % at 4 µM; EC50 in µM for titrated hits. 290,000 tested, 0.63% active; note: many of its hits are not listed in these tables
NOD1 NF-kB reporter – inhibition of NOD1-driven NF-kB reporter – cell-based, luminescence, uHTS, primary screen (AID 1578); inhibition, % at 4 µM, or EC50 in µM where a hit was titrated; NOD1-driven NF-kB luciferase reporter cells, luminescence; higher % means a stronger effect; 290,000 tested, 1% active; in the data active = inhibition mostly above about 36%, no sharp cut-off; inactive = mostly below about 34%;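 note: HEK-293T reporter cells stimulated with the NOD1 agonist gamma-tri-DAP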
GPR55 antagonists – inhibition of LPI-stimulated GPR55 beta-arrestin translocation – imaging, U2OS, beta-arrestin-GFP, LPI agonist, primary screen (AID 2013) | one-dose inhibition, % at 10 µM; IC50 in µM for titrated hits | U2OS GPR55 beta-arrestin-GFP translocation imaging, LPI antagonism; higher % means a stronger effect | 290,000 tested, 0.13% active;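 active = spots per cell inhibited over 60%, with over 100 cells counted and total cytoplasm intensity under 500,000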;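 note: U2OS cells stably carrying GPR55 and arrestin-GFP stimulated by 5 µM LPI near EC80; imaged beta-arrestin-GFP aggregate spots per cell after agonist stimulation; plate controls were LPI-stimulated DMSO wells for no effect and DMSO wells without LPI for full effect; some results filed as inactive read as strong as hits; confirmed hits need IC50 under 10 µM and bright autofluorescent wells are also inconclusive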
GPR35 antagonists – inhibition of zaprinast-stimulated GPR35 beta-arrestin translocation – imaging, U2OS, beta-arrestin-GFP, zaprinast agonist, primary screen (AID 2058); 290,000 tested, 0.052% active; inhibition, % at 10 µM, or IC50 in µM where a hit was titrated; U2OS GPR35 beta-arrestin-GFP translocation imaging, zaprinast antagonism; higher % means a stronger effect;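 active = inhibition of at least 50% with at least 30 cells and total cytoplasm GFP at most 10,000,000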
Myeloid diff MLP GFP+ MAC1+ % – also measured in Myeloid diff MLP; calls as there; GFP+ MAC1+ double positive, %; measured here: differentiation confirmed by MAC1 staining
* = called active by the depositor; i = inactive; · = no result given; [ ] = remark or other dose. Cut-off read from the data, not from the text of the source, unless noted: active = inhibition above about 50%; inactive = the rest. A portion of the library; rates above refer to the full screens.

canonical_smiles	KOR beta-arrestin-1	NOD1 NF-kB reporter	Myeloid diff MLP GFP+ MAC1+ %	KOR beta-arrestin-2	GPR55 antagonists	GPR55 beta-arrestin	HIV peptide binding	HEK293 NOD2/NF-kB	GPR35 antagonists	Myeloid diff MLP
O=C(CSc1n[nH]c(=O)n1C1CC1)c1ccc(F)cc1	-3.8%	-4%	1.0	22%	-2%	-0.2%	-1.0%	14%	-6%	i
CCN1CCN(c2nc3c(C)cccn3c(=O)c2/C=C(\C#N)S(=O)(=O)c2ccc(Cl)cc2)CC1	4.8%	-7%	0.6	-4%	15%	-0.1%	-1.9%	8%	7%	i
COc1ccc(Cl)cc1S(=O)(=O)N(C)CC(=O)NCc1ccc2c(c1)OCO2	-3.7%	3%	0.6	-17%	2%	0.3%	-0.7%	-5%	-5%	i
CC1CCCN(C(=O)C23CCC(C)(C(=O)C2)C3(C)C)C1 (centres undefined)	2.0%	15%	2.8	-31%	47%	-0.1%	-2.1%	-4%	-1%	i
O=C(Cc1coc2ccc3ccccc3c12)NCc1cccs1	-14%	-14%	0.9	-45%	2%	-0.2%	3.0%	-12%	1%	i
CSc1nc(-c2ccccc2)nc(NC(C)=O)c1C(C)=O	-4.3%	-11%	0.2	-6%	-11%	-0.3%	-1.5%	8%	-6%	i
CCOc1ccc(C(=O)Nc2cccc(-n3cnnn3)c2)cc1OCC	8.1%	19%	1.4	-51%	-33%	0.4%	3.0%	20%	-3%	i
FC(F)(F)C1=CC(c2ccccc2)=NCCN1	0.3%	18%	0.4	0%	-2%	-0.4%	-2.1%	4%	10%	i
CCOC(=O)N1CCN(C(=O)COCc2cc(-c3ccc4c(c3)OCO4)on2)CC1	6.7%	-5%	3.3	-25%	-7%	-0.1%	-0.8%	13%	-10%	i
CCN1CCCC1CNC(=O)C(=O)NC1CC1 (centres undefined)	1.8%	41%*	0.1	22%[20 µM]	4%	-0.1%	-1.8%	-40%	8%	i
O=[N+]([O-])c1ccc2c(c1)C=C1CCCCC1(N1CCCCC1)O2 (centres undefined)	-1.9%	4%	0.8	19%	4%	0.2%	-1.1%	5%	-3%	i
O=C1CN(Cc2cc(=O)oc3cc4c(cc23)CCC4)CCN1	-2.9%	-13%	0.3	-2%	22%	-0.3%	-1.4%	14%	7%	i
CCCN(CCO)Cc1ccc2ccccc2c1	-6.0%	2%	1.6	1%	-8%	-0.1%	-2.7%	7%	-4%	i
O=C1ON=C(c2ccccc2)/C1=C/c1ccc(OS(=O)(=O)c2ccccc2)cc1	-1.1%	-18%	0.3	6%	-19%	0.3%	40%	10%	-4%	i
O=C(Nc1ccc(N2CCN(C(=O)c3ccccc3)CC2)cc1)c1cc2ccccc2o1	-1.7%	17%	1.1	-15%	15%	-0.1%	5.1%	21%	2%	i
COc1ccc(CN=C2NN=C(c3cccc(OC)c3)CS2)cc1	0.4%	-30%	0.7	-5%	11%	0.1%	-3.2%	-39%	0%	i
OC[C@H]1O[C@@H]2O[C@H]3[C@H](O)[C@@H](O)[C@@H](O[C@H]4[C@H](O)[C@@H](O)[C@@H](O[C@H]5[C@H](O)[C@@H](O)[C@@H](O[C@H]6[C@H](O)[C@@H](O)[C@@H](O[C@H]7[C@H](O)[C@@H](O)[C@@H](O[C@H]1[C@H](O)[C@H]2O)O[C@@H]7CO)O[C@@H]6CO)O[C@@H]5CO)O[C@@H]4CO)O[C@@H]3CO	-5.8%	0%	·	22%[20 µM]	-2%	-0.1%	-1.0%	9%	18%	·
Cc1oc(-c2ccccc2F)nc1CSCC(=O)NC1CCCC1	-0.3%	-6%	0.4	-22%	17%	0.6%	1.4%	21%	4%	i
Cn1c2ccccc2c2cnn(CC(=O)N3CCCCC3)c(=O)c21	-1.5%	5%	0.5	-2%	3%	-0.3%	0.2%	26%	15%	i
Cc1nc(Cl)sc1C(=O)Nc1cccc(Cl)c1C	3.1%	-30%	0.1	·	-5%	0.3%	0.3%	10%	5%	i
CN(C)CCN(C(=O)c1ccc2ccccc2c1)c1nc2ccc(Br)cc2s1	1.0%	-166%	0.0	-22%	-1%	-0.2%	3.5%	0%	-10%	i
COc1ccc(C2C(C(=O)Nc3cc(OC)c(OC)c(OC)c3)c3ccccc3C(=O)N2C)cc1OC (centres undefined)	1.7%	-35%	1.2	-19%	-17%	0.7%	-2.1%	8%	0%	i
CCC(=O)N1CCc2cc(S(=O)(=O)NC(CC(C)C)C(=O)N3CCc4ccccc43)ccc21 (centres undefined)	1.3%	-25%	1.5	12%	-2%	-0.1%	0.8%	-2%	4%	i
N#CC1=C(SCC(=O)NCc2ccccc2)NC(=O)CC1c1ccco1 (centres undefined)	-5.7%	-22%	1.9	37%	3%	-0.3%	2.9%	12%	6%	i
Cc1noc(C)c1COc1cccc(C(=O)Nc2cccnc2)c1	-0.1%	-44%	0.9	-39%	9%	0.1%	0.7%	14%	0%	i
c1ccc(-c2c3ccccc3nc3[nH]c4ccccc4c23)cc1	-4.2%	-17%	1.8	-1%	11%	0.2%	2.7%	15%	-3%	i
O=C(Nc1nc(-c2cc3ccccc3oc2=O)cs1)c1ccc(Br)o1	0.6%	2%	2.0	-41%	2%	-0.4%	-4.4%	-24%	-1%	i
C=CCC1(CC=C)CCCN1C(=O)CC1C(=O)NCCN1Cc1ccccc1OC (centres undefined)	·	-27%	0.3	-23%[20 µM]	3%	-0.1%	-1.8%	2%	-2%	i
CCSC1=NC(C)(C)C=C(C)N1	-4.2%	-19%	0.8	36%	-6%	-0.2%	-2.2%	5%	7%	i
CCOC(=O)C1CCN(C(=O)CCc2ccc(S(=O)(=O)NC(C)C)cc2)CC1	-5.3%	-7%	0.4	9%[20 µM]	-7%	-0.1%	0.6%	10%	4%	i

Additional results follow:
canonical_smiles	KOR beta-arrestin-1	NOD1 NF-kB reporter	Myeloid diff MLP GFP+ MAC1+ %	KOR beta-arrestin-2	GPR55 antagonists	GPR55 beta-arrestin	HIV peptide binding	HEK293 NOD2/NF-kB	GPR35 antagonists	Myeloid diff MLP
CC1(C)CCCC2=C1CC1C(=O)N(O)C(=O)C1C2 (centres undefined)	10%	-23%	0.7	23%	-5%	-1.0%	-2.7%	-1%	2%	i
Cc1ccsc1-c1nc(CSCC(=O)NCCN2CCCC2)c(C)o1	0.0%	-10%	0.7	-3%	11%	-0.2%	0.6%	8%	-3%	i
CC1CCCC/C1=N\NS(=O)(=O)c1ccc(Br)cc1 (centres undefined)	-4.3%	18%	0.7	-23%	8%	0.3%	-2.3%	17%	-6%	i
Cc1cccn2c(=O)c(/C=C(\C#N)C(=O)NCc3ccco3)c(N3CCCC(C)C3)nc12 (centres undefined)	-4.0%	5%	1.0	2%	-5%	-0.1%	1.2%	25%	-14%	i
CCOc1ccc(S(=O)(=O)N(CC(=O)Nc2cc(C)on2)Cc2ccccc2Cl)cc1	7.0%	12%	6.5	8%	0%	-0.2%	-0.2%	2%	-22%	i
Cc1cc(C)cc(OCC(=O)Nc2ccccc2C(=O)NCc2ccco2)c1	-0.6%	-6%	0.5	-14%	30%	0.2%	5.0%	-18%	-8%	i
CN(C)C(=S)c1ccccc1	-1.9%	-5%	0.7	-4%	-3%	-0.4%	-1.1%	3%	4%	i
Cc1ccnc(Nc2nc3ccccc3s2)n1	0.1%	-29%	0.1	-69%[20 µM]	-6%	0.3%	0.6%	-136%	23%	i
CCCCn1c(Cc2ccccc2)nnc1SCC(=O)N1CCOCC1	0.6%	-30%	0.6	-9%	5%	-0.2%	-0.3%	-1%	-9%	i
CS(=O)(=O)c1ccc(NS(=O)(=O)c2ccc3ccccc3c2)cc1	1.1%	-21%	0.6	7%	-5%	-0.1%	0.4%	5%	-14%	i
CCc1cc(C(=O)Cc2ccc(F)cc2)c(O)cc1O	5.7%	52%	0.3	16%	9%	-0.1%	-1.3%	34%	-20%	i
Cc1[nH]c2ccccc2c1C(c1ccncc1)N1CCN(c2ccc(F)cc2)CC1 (centres undefined)	1.1%	20%	0.5	-13%	8%	-0.1%	-1.3%	5%	-14%	i
C=C1CCC[C@]2(C)C[C@H]3OC(=O)C(CN4CCCCC4CO)[C@H]3CC12 (some centres undefined)	-4.7%	80%*	·	-12%	15%	0.4%	-1.4%	19%	10%	·
Cc1onc(-c2c(Cl)cccc2Cl)c1-c1nnc(-c2ccc(Cl)cc2)o1	-2.7%	4%	0.4	-10%	11%	-0.1%	-0.3%	9%	-7%	i
Cc1ccc(N2C(=O)CS(=O)C(c3ccccc3)C2=O)cc1C (centres undefined)	-4.3%	-11%	0.5	-17%[20 µM]	3%	-0.1%	4.6%	-34%	-14%	i
CCOCCCNC(=O)c1cc2sc(Cl)cc2n1CC	5.1%	-15%	1.8	-23%	-16%	-0.4%	1.8%	3%	7%	i
CCOP(=O)(OCC)c1nc(-c2cccc3ccccc23)oc1N1CCOCC1	-6.2%	-22%	0.5	3%	2%	-0.2%	-2.5%	0%	-5%	i
C=CCC(=O)NC1CCCc2c1cnn2-c1cc(F)cc(F)c1 (centres undefined)	9.2%	6%	1.6	-18%	9%	-0.3%	-0.3%	-2%	5%	i
CCOC(=O)CSc1nnc(CNC(=O)c2ccc(OC)c(OC)c2)n1C	-1.2%	-10%	5.5	-1%	-6%	0.2%	-0.8%	-3%	2%	i
Cc1nn(-c2ccccc2)c(=O)c2noc(C)c12	6.9%	-1%	0.8	-18%	11%	-0.2%	-1.0%	20%	24%	i
CC(=O)N1CC[n+]2c(-c3ccc(Cl)cc3)csc21	5.0%	-14%	1.1	13%	-1%	0.8%	-0.1%	4%	5%	i
CC(C)N(C(=O)COC(=O)[C@H](C)NC(=O)c1ccco1)c1ccccc1	-10%	-26%	1.2	11%	4%	-0.2%	-1.8%	8%	-3%	i
Cc1ccc(C(=O)C(NC(=O)c2ccco2)Nc2sc3c(c2C(N)=O)CCCC3)cc1 (centres undefined)	4.8%	3%	·	-77%	10%	-0.2%	14%	-6%	3%	·
CC(C)(C)c1ccc(COC(=O)CNC(=O)CNC(=O)Cc2ccccc2)cc1	-0.5%	-13%	2.7	-3%	20%	0.2%	2.2%	8%	6%	i
COc1cccc(O)c1CN1CCC(Oc2ccc(C(=O)NCc3ccccn3)cc2)CC1	-2.5%	-16%	0.0	-8%	10%	-0.2%	0.9%	17%	-9%	i
COc1ccc(-c2cc(C(F)(F)F)c3c(n2)sc2c(O)cc(=O)[nH]c23)c(OC)c1	0.0%	15%	1.2	-6%	7%	-0.6%	20%	-2%	1%	i
COCCCNC(=O)C1CCN(c2ncccn2)CC1	-2.8%	4%	0.7	-6%	-1%	-0.2%	-1.4%	12%	10%	i

Source: PubChem (several laboratories)
